Ins promoter up: MIN6 insulin promoter up-regulation; MIN6 insulin promoter-GFP reporter, high-content imaging; hits give high values; z-score at 5 µM; hit rate 0.3% among 190,000;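 active = z-score above 3 at 5 µM with at least 500 cells counted in the well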
T cell HTS: T cell immune modulators affecting CD8 T cell-vesicle binding; hit rate 0.068% among 330,000; calls only at 7 µM; 2C CD8+ T cell-vesicle binding, flow cytometry; hits give low values;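 active = response, share of CD8 T cells binding vesicles, and their 90th percentile fluorescence all below set limits, cut at about 80% in these data, passing the limit was not always enough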
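Benchmarks: naked versus QL9-loaded vesicles / Assay system: purified 2C TCR transgenic mouse naive CD8+ T cells / Technique: high-throughput flow cytometry with anti-B7-1 and anti-CD8 staining / Timing: Cell–vesicle co-incubation 1.5 h at 37 °C, staining 20 min on ice / Read-out: percent CD8+ FL2 mean versus row control / Probe or stimulus: QL9-loaded Drosophila micro-vesicles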
CSM14.1 death rescue: protection against thapsigargin-triggered cell killing – 384-well, CSM14.1, ATP luminescence, primary screen (AID 1222). 190,000 tested, under 10 active. one-dose cellular ATP content (survival), % at 20 µM; EC50 in µM for titrated hits. CSM14.1 thapsigargin-induced death rescue, ATP luminescence; higher % means a stronger effect;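 active = EC50 below 50 µM in the dose-response confirmation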;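 note: death triggered by thapsigargin at about 15 µM added after 2 h compound pretreatment; cell ATP read after overnight thapsigargin exposure of roughly 18 to 22 hours; normalized against plate controls of thapsigargin alone and 5% DMSO vehicle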
b-catenin transl: alters nuclear translocation of beta-catenin in HeLa cells | immunofluorescence imaging | nuclear translocation activity, % at 5 µM | hit rate 0.3% among 190,000;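 active = nuclear translocation activity above 50% at 5 µM, with a well cell count of 50 or more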;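 note: per-cell ratio of nuclear to cytoplasmic median beta-catenin stain intensity; plate controls were DMSO negative control for no effect and GSK-3 inhibitor IX positive control for full effect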
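System: HeLa cells, endogenous beta-catenin; compound dosing: 5 µM primary single dose, 0.1% DMSO, 0.02–20 µM confirmation series; incubation: 24 h compound exposure at 37°C, 5% CO2; signal: beta-catenin immunofluorescence imaging with DAPI; evaluation: % activation, nuclear-to-cytoplasmic median beta-catenin signal ratio per cell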
Autophagy mod: alters autophagy in cells. AID 463193. calls only at 10 µM (by protocol). hit rate 0.98% among 190,000. MEF GFP-LC3 puncta imaging; test concentration mostly 10 µM;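 active = percentage of spot-positive cells more than 3 SD above its plate mean, without a fluorescence outlier flag or 80% toxicity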;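 note: spot-positive cell cutoff set from DMSO-treated cells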
Dynein cargo inh: blocks dynein driven cargo transport along microtubules; 3617.4 mouse cells, GR-EGFP nuclear translocation imaging; test concentration mostly 20 µM; stimulated with dexamethasone, 1 µM; hits give low values; z-score, hits read low; hit rate 0.47% among 220,000; AID 1381;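 active = plate z-score of nuclear minus cytoplasmic receptor signal below a set negative limit, without overly bright fluorescence or cell loss, cut at about -3.5 in these data, passing the limit was not always enough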;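 note: z-score of nuclear minus cytoplasmic ring GR-EGFP intensity difference per well; some compounds called inactive have numbers as strong as hits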
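Schedule: 48 h induction, then 1 h compound, then 30 min agonist, 37 °C. Buffer or medium: tetracycline-free induction medium containing charcoal-stripped FBS. Reagent: 1.0 µM final dexamethasone stimulus. Evaluation: nuclear versus cytoplasmic GR-EGFP signal, averaged per well. Signal: high-content fluorescence imaging after fixation.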
Salmonella PhoP GFP: inhibitors of PhoP regulon expression, primary screen, Salmonella Typhimurium, GFP reporter (AID 1863); S. Typhimurium PhoP-regulated promoter GFP reporter, 4 h; higher % means a stronger effect; one-dose inhibition, % at 50 µM; IC50 in µM for titrated hits; hit rate 0.16% among 300,000;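 active = inhibition over 29.93%, a cutoff 3 SD above the screen mean, later confirmed by dose response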;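 note: 0% = low Mg2+ inducing control and 100% = high Mg2+ repressing control; strong numbers were not always called active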
Lipid droplet: modulators of hepatic lipid droplet formation; AML12 mouse hepatocytes, oleate lipid droplets, BODIPY imaging; inhibition, % at 6.5 µM; hit rate 0.4% among 240,000; AID 1656;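 active = lipid droplet intensity inhibited by at least 50%, with more than 500 cells counted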
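Material – mouse AML12 hepatocyte cell line, fixed after treatment · Compound dosing – one dose, 6.5 µM compound · Times – compound with oleate, overnight · Measured by – Image-based BODIPY and DAPI two-channel analysis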
MT stabilizer: stabilizes microtubules in HeLa cells; HeLa tubulin immunostaining HCS, 24 h; share of cells brighter than vehicle mean+2SD; % tubulin-high responders, % at 10 µM; hit rate 0.83% among 200,000; AID 2205;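 active = plate Z-score above 3 for both tubulin-high and condensed-nucleus cell shares, with cell loss under 80%, at 10 µM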;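 note: anti alpha tubulin signal scored within the nucleus-defined area of each cell; some results filed as inactive read as strong as hits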
Dynein cargo inh cytoplasmic EGFP: also measured in Dynein cargo inh; calls as there; z-score; measured here: cytoplasmic GR-EGFP intensity; hits give high values
Dynein cargo inh nuclear GR-EGFP: also measured in Dynein cargo inh; calls as there; z-score; measured here: nuclear GR-EGFP intensity;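 lower value marks the stronger effect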
Dynein cargo inh cell count: recorded beside Dynein cargo inh, whose call it bears; z-score; measured here: cell count per field
Ins promoter up cell count: second read-out of Ins promoter up, no call of its own (marks repeat the call); cell count; measured here: cytotoxicity, nuclei count;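 total cells summed across four imaged fields per well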
Lipid droplet cells 6.5 µM: recorded beside Lipid droplet, whose call it bears; cell count; measured here: cell count, cytotoxicity flag;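 cells counted across two imaged fields per well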
b-catenin transl cell count 5 µM: also measured in b-catenin transl; calls as there; cell count; measured here: cell count, cytotoxicity flag
T cell HTS vesicle-bound %: recorded beside T cell HTS, whose call it bears; double positive events, %; measured here: CD8+ vesicle-bound cell fraction;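 binding gate set so that unloaded-vesicle control wells show 10% double positive cells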
MT stabilizer Hoechst-high %: second read-out of MT stabilizer, no call of its own (marks repeat the call); % Hoechst-high responders; measured here: nuclear condensation Hoechst responders;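 share of cells brighter than vehicle mean plus two SD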
MT stabilizer cytotoxicity %: recorded beside MT stabilizer, whose call it bears; toxicity, %; measured here: cytotoxicity by cell density;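 0% = mean cell density of plate MIN control wells and 100% = no cells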
Autophagy mod cell loss 18 h: recorded beside Autophagy mod, whose call it bears; toxicity, %; measured here: cell loss, nuclei count;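 cell loss after 18 h compound exposure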
An asterisk follows results filed as active; i = inactive; . = no result given; & = joins results of further samples; ! = not active in a repeat. Rows were taken by chance; any-hit rate near 3%.

mol	Ins promoter up	Ins promoter up cell count	T cell HTS	T cell HTS vesicle-bound %	CSM14.1 death rescue	b-catenin transl	b-catenin transl cell count 5 µM	Autophagy mod	Autophagy mod cell loss 18 h	Dynein cargo inh	Dynein cargo inh cytoplasmic EGFP	Dynein cargo inh nuclear GR-EGFP	Dynein cargo inh cell count	Salmonella PhoP GFP	Lipid droplet	Lipid droplet cells 6.5 µM	MT stabilizer	MT stabilizer Hoechst-high %	MT stabilizer cytotoxicity %
O=C(NCC1CCCO1)C(C(=O)c1ccccc1)n1cc(Cl)ccc1=O (stereo unspecified)	-0.34	1636	i	31	-0.7%	-0.6	1327	i	-54	0.9	-0.07	0.39	-1.3	-2%	.	.	4.0	2.0	6.2
Cc1ccc(SCCNC(=S)Nc2cc(C)ccc2C)cc1	-0.61	1040	i	50	-0.1%	.	.	i	-15	0.92	-0.073	0.83	-0.72	0%	12	796	1.8	1.4	8.3
CCOC(=O)c1c(C)[nH]c(O)c1C=Nc1ccccc1	.	.	i	8	1.2%	.	.	i	-6	0.22	-0.23	-0.43	0.38	13%	.	.	1.9	1.3	5.0
CCc1ccccc1Nc1ccc(C(=O)O)cc1N	0.51	1314	i	42	-0.3%	.	.	i	-6	1.1	-0.24	1.2	-0.49	-10%	-8	782	3.5	2.5	7.4
COc1ccccc1C1(O)CCN(C(=O)c2cccs2)CC1	-0.97	1573	i	11	-1.9%	1.6	1337	i	0	0.29	-0.23	-0.71	-0.27	4%	.	.	3.3	2.0	1.8
O=C1CN(C(=O)COC(=O)CNS(=O)(=O)c2ccccc2)c2ccccc2N1	1.4	1234	i	38	0.1%	-2.3	1100	i	-7	0.78	-0.14	0.92	-0.83	-8%	7	703	3.3	4.0	9.2
COc1cccc(C2C(C(=O)c3cc4ccccc4o3)=C(O)C(=O)N2c2cc(C)on2)c1OC (stereo unspecified)	-0.42	1571	i	59	-1.6%	-0.5	1383	i	-5	-0.34	-0.33	0.017	1	-6%	.	.	4.6	4.1	10
COc1ccccc1N(C)S(=O)(=O)c1ccc(C(=O)NC(C)c2ccccc2)cc1 (stereo unspecified)	0.09	1087	i	39	.	0.4	1288	.	.	1.5	-0.67	1.1	-1.1	0%	-24	693	.	.	.
O=C(NC1CCCC1)C(c1cccnc1)N(C(=O)c1csnn1)C1CC1 (stereo unspecified)	0.19	1256	i	53	1.0%	-2.3	1186	i	10	-0.03	-0.22	0.067	0.18	-2%	-4	748	4.5	2.5	12
Cc1cc2n(c(=O)c1C#N)CCCN2c1cccc(Cl)c1	.	.	i	16	-2.7%	2.5	477	i	5	-0.59	-0.26	-0.55	0.6	2%	-45	731	3.7	2.4	2.3
O=C(CCl)NCCN1C(=O)S/C(=C\c2cccnc2)C1=O	1.2	1089	i	29	-2.0%	-1.8	1046	i	0	-0.18	-0.13	-0.094	-0.095	0%	3	685	4.8	6.1	0.9
COC(=O)C1=C(C)NC(C)=C(C(=O)OC)C1c1ccc(C)o1	-0.05	989	i	20	.	-0.4	1344	.	.	-0.31	-0.22	0.16	-0.1	-10%	13	672	.	.	.
COc1ccc(OC)c(NS(=O)(=O)c2ccc(Br)s2)c1	0.05	1162	i	32	-1.4%	-1.3	1124	i	-5	-0.72	-0.35	-0.66	0.77	-2%	-13	676	9.6*	43*	40*
C=CCn1c(SCC(=O)NCC(=O)OCC)nnc1-c1ccccn1	-0.2	1235	i	59	-1.1%	-9.2	1027	i	-18	-0.28	-0.32	-0.046	0.2	12%	.	.	5.0	3.5	11
CCOC(=O)C1C(c2ccc([N+](=O)[O-])cc2)C2C(=O)NN=C2CC1(C)O (stereo unspecified)	-1.1	1055	i	18	.	-0.1	1262	.	.	1	-0.065	1.7	-2.1	-10%	-26	742	.	.	.
Cn1cnc([N+](=O)[O-])c1Sc1ccc(Br)cc1	-0.7	1016	i	51	-0.7%	6.4	480	i	-2	-0.55	-0.3	-0.59	0.29	-3%	-2	526	2.6	3.5	1.0
O=C(/C=C/c1cccs1)N1CCN(c2ccc(F)cc2)CC1	0.31	981	i	30	.	0.3	1368	.	.	0.84	-0.22	1	-0.93	-8%	14	820	.	.	.
CCOC(=O)c1ccc(N=c2sc(C(=O)OC)cc(=O)n2CCCN2CCOCC2)cc1	-0.16&-0.82	791&957	i	28&11	0.8%	-1.7	1222	.	.	-3.6*!	0.51*!	-1.7*!	-0.041*!	6%&-6%	6	714	1.4	4.0	1.0
O=C(Nc1ccc(Br)cc1)c1cccn1-c1ncc(C(F)(F)F)cc1Cl	.	.	i	58	-2.2%	.	.	i	-3	0.9	-0.24	-0.21	-0.28	-2%	.	.	0.3	2.5	3.6
C=CCn1c(NC(=O)c2ccccc2Cl)c(C#N)c2nc3ccccc3nc21	0.42	1331	i	4	-3.0%	-2.0	1354	i	-11	-0.85	-0.18	-0.32	0.11	10%	.	.	1.9	1.3	4.3
COc1ccc(-c2ccc(S(=O)(=O)NCC3CCCO3)cc2)cc1 (stereo unspecified)	0.08	1151	i	55	-5.8%	.	.	i	-5	-0.57	-0.28	-0.65	0.79	-1%	-13	729	2.7	4.6	4.9
CC(OC(=O)CCc1nc2ccccc2c(=O)[nH]1)C(=O)NCc1ccc2c(c1)OCO2 (stereo unspecified)	.	.	i	37	0.0%	-2.1	1192	i	1	-0.32	-0.22	-0.014	0.018	-13%	-8	706	2.0	2.0	11
CC(=O)c1ccc(-n2nncc2C(C)(C)C)cc1	0.38	1364	i	42	-0.6%	3.4	1397	i	5	-0.037	-0.28	0.2	-0.15	-12%	.	.	3.7	2.0	6.8
CCOc1ccc(CC(=O)NCc2ccc3c(c2)cc(C)n3C)cc1	-1.2	1638	i	42	0.9%	-0.5	1030	i	3	1.5	-0.17	0.71	-0.76	-1%	0	697	4.7	2.1	7.6
CCNC(=O)n1nccc1C(C)Oc1cccc(C(F)(F)F)c1 (stereo unspecified)	.	.	i	29	-1.8%	.	.	i	-28	1.7	-0.2	-0.11	-1.9	-2%	.	.	2.8	1.8	5.6
Cc1cc(C)nc(N2CCCC(C(=O)Nc3cc(F)ccc3C)C2)n1 (stereo unspecified)	-0.27	980	i	9	-1.2%	-3.7	944	i	44	0.096	-0.22	0.34	-0.58	-9%	.	.	4.6	2.8	15
CCOC(=O)c1c(NC(=O)C2COc3ccccc3O2)sc2c1CC(C)(C)NC2(C)C (stereo unspecified)	0.26	1299	i	42	-1.0%	-1.7	1068	i	-9	-0.23	-0.16	-0.032	-0.77	-5%	-44	469	3.1	3.0	14
O=c1ccn(-c2ccccc2)[nH]1	0.4	1320	i	1	-11%	-1.0	1154	i	12	0.21	-0.31	0.26	0.39	-16%	-1	685	5.8	1.8	5.1
COc1ccc(-c2nc3c4ccccc4ccn3c2CN2CCCCC2)cc1OC	0.08	903	i	17	.	-0.4	1319	.	.	-0.18	-0.24	0.28	0.67	-1%	10	733	.	.	.
CCCCN(C(=S)Nc1ccc(F)cc1)c1c(N)n(CCC)c(=O)[nH]c1=O	-0.88	1191	i	8	-0.5%	-1.1	1110	i	1	-0.15	-0.32	0.17	0.51	2%	7	704	2.6	1.7	21
CCc1ccccc1NC(=O)CCc1nc(-c2cccs2)no1	0.04	1155	i	58	0.0%	1.1	1033	i	15	1.3	-0.35	1.4	-0.89	-2%	3	716	9.9	2.1	8.0
Cc1ccc(-c2cc(C(=O)NCCCN3CCOCC3)no2)cc1	.	.	i	26	-2.5%	.	.	i	4	0.042	0.2	0.044	0.32	17%	19	677	1.7	3.3	8.0
COC(=O)Nc1cc(C)nc2ccccc12	-0.06	1102	i	22	1.4%	.	.	i	12	0.27	-0.19	0.22	-1.5	9%	.	.	4.9	3.4	6.9
COc1ccc(-c2[nH]ncc2CN2CCC(O)(c3ccc(Cl)cc3)CC2)cc1	-0.99	1345	i	51	.	-5.2	1045	.	.	0.4	-0.26	0.049	0.3	-12%	-8	665	.	.	.
CC1CCCN(c2c([N+](=O)[O-])c(=O)oc3ccccc23)C1 (stereo unspecified)	-0.01	1842	i	45	-3.3%	0.2	1087	i	17	0.6	0.088	0.2	-2.6	-18%	2	660	2.1	1.3	8.7
